High-throughput results: PubChem, several laboratories
MC4R antagonist = blocks human MC4R cAMP signaling. inhibition, % at 6.5 µM. hit rate 0.48% among 360,000. P32245. MC4R-expressing cells, MTII-stimulated cAMP, LANCE TR-FRET;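 active means inhibition above its plate's cutoff, the mean of tested wells on that plate plus 3 SD, cut at about 29% in these data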;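 further: 0% = Melanotan II alone and 100% = Melanotan II plus saturating MCL0020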
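material = U2OS cells stably expressing human melanocortin 4 receptor (MC4R) | also added = Melanotan II challenge | dosing = single nominal compound dose of 6.5 µM | detection = TR-FRET with Eu-cAMP and labeled anti-cAMP, 671 nm | replication = singlicate | timing = compound 30 min, challenge 1 h, detection 1 h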
NCOA3 inh = inhibits human SRC3 coactivator | Q9Y6Q9 | HEK293 GAL4-SRC3 luciferase reporter, luminescence | inhibition, % at 3.6 µM | hit rate 0.17% among 360,000;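 active means inhibition above a per-campaign cutoff, the mean of all compounds plus 3 SD, cut at about 60% in these data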;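 further: 0% = DMSO-treated cells and 100% = gossypol-treated cells at 36 µM; higher means less SRC3-driven luciferase light from the GAL4 reporter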
NOD2-RIPK2 inh = inhibitors of human NOD2-RIPK2 interaction; O43353; AID 624267; inhibition, % at 4.98 µM; hit rate 0.38% among 360,000; CHO BLA complementation NOD2-RIPK2, CCF4 ratio; in the data active means inhibition above about 21%;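 further: 0% = vehicle only and 100% = reference blocker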
NR5A2 inv ag = NR5A2 inverse agonism in reporter assay. O00482. HEK293T StAR-luciferase reporter, LRH-1 transfected, 24 h. inhibition, % at 3.6 µM. hit rate 0.13% among 360,000. AID 602396;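 active means inhibition above the mean inhibition of all tested compounds plus 3 SD, cut at about 73% in these data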;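 further: 0% = DMSO wells and 100% = reporter-only cells lacking LRH-1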
SRC2 inh = inhibits human steroid receptor coactivator 2; HEK293 GAL4-SRC2 luciferase reporter, luminescence; inhibition, % at 9 µM; hit rate 0.17% among 370,000;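 active means inhibition above the mean inhibition of all tested compounds plus 3 SD, set per campaign, cut at about 52% in these data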;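 further: 0% = DMSO treated cells and 100% = cells given Gossypol at 36 µM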
TLR9-MyD88 inh = blocks human TLR9 binding to MyD88; Q9NR96+Q99836; CHO BLA complementation TLR9-MyD88, CCF4 FRET ratio; inhibition, % at 4.98 µM; hit rate 0.21% among 340,000; AID 504734;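 active means inhibition above the mean over all tested compounds plus 3 SD, cut at about 21% in these data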;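 further: 0% = DMSO only wells and 100% = clavulanate BLA inhibitor control wells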
NR2F2 inh = NR2F2 (human) inhibition, primary screen. P24468. HEK293T NGFI-A luciferase reporter, luminescence. AID 686940. inhibition, % at 8.6 µM. hit rate 0.7% among 370,000;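 active means inhibition above a per-plate cutoff, mean inhibition of test wells between control levels plus 3 SD, cut at about 38% in these data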;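 further: cells cotransfected with COUP-TFII expression vector driving the NGFI-A reporter; 0% = median of COUP-TF2 test wells and 100% = reporter-only cells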
LMP1 NFkB inh = reduces LMP1-driven NF-kappaB luciferase signal | AID 504558 | inhibition, % at 12.5 µM | hit rate 0.69% among 350,000 | LMP1-induced NF-kappaB luciferase reporter cells, luminescence; in the data active means inhibition above about 41%;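 further: 0% = neutral control wells and 100% = reference inhibitor control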
NCOA1 inh = inhibits human SRC1 coactivator | Q15788 | HEK293 GAL4-SRC1 luciferase reporter, luminescence | inhibition, % at 3.6 µM | hit rate 0.12% among 360,000;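 active means inhibition above the campaign mean plus 3 SD, with each screening campaign given its own cutoff, cut at about 60% in these data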;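 further: 0% = DMSO treated cells and 100% = gossypol at 36 µM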
Target sequence (Q15788 whole entry, looked up, the tested form may be a part): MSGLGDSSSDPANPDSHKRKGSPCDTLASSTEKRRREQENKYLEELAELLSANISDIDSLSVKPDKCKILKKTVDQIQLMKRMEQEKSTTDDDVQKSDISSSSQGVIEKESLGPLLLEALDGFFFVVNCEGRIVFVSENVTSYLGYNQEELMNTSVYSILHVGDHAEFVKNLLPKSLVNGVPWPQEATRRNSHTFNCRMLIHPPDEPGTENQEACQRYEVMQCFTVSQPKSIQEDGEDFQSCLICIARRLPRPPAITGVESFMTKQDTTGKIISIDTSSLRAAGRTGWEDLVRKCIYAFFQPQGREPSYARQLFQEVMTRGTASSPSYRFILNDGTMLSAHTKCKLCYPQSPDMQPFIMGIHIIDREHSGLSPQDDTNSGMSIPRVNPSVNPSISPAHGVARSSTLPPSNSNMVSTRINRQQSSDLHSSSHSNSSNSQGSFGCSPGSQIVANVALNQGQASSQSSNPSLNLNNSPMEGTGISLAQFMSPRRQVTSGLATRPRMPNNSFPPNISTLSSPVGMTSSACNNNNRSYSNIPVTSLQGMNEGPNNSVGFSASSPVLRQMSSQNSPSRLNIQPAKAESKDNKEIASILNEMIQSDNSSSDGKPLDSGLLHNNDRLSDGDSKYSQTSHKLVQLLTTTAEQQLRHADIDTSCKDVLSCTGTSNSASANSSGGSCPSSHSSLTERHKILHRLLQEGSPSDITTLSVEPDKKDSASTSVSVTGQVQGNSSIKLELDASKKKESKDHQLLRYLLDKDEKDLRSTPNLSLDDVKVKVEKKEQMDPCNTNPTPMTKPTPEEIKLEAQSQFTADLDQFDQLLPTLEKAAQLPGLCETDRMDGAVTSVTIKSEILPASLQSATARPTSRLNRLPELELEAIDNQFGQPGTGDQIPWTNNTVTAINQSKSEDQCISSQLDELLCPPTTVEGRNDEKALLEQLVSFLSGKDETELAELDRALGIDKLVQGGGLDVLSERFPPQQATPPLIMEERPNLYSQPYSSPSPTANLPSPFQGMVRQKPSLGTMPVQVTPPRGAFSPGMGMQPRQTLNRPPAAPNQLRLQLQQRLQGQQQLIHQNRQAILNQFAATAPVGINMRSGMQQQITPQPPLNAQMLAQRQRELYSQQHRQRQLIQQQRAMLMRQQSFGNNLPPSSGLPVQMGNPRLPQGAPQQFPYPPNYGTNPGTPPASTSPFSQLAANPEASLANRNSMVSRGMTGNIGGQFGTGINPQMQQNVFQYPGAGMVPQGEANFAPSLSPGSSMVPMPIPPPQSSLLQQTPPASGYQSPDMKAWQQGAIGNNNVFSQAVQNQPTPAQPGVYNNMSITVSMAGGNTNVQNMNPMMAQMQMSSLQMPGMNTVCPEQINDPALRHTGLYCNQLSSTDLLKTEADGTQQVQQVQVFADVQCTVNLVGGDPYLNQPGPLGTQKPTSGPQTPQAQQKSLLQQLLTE
MC4R ag barr = human MC4R agonism via beta-arrestin. P32245. U2OS MC4R beta-arrestin complementation, luminescence; percent of melanotan II response, DMSO zero. activation, % at 8.9 µM. hit rate 0.98% among 360,000. AID 540308;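 active means activation above a per-plate cutoff, the mean activation of sample wells on that plate plus 3 SD, cut at about 8% in these data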
ABHD5-PLIN5 inh = inhibitors of human ABHD5-perilipin-5 interaction; AID 602281; hit rate 0.78% among 360,000; inhibition, % at 4 µM; Split G. princeps luciferase complementation, luminescence, 4 h; Q00G26+Q8WTS1;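 active means inhibition above the mean inhibition across every tested compound plus 3 SD, cut at about 22% in these data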;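 further: 0% = DMSO only wells and the 100% control is not disclosed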
* marks the source's active call; other numbers are inactive results; x = no result given. A portion of the library; count on the stated rates, not on these rows.

SMILES	MC4R antagonist	NCOA3 inh	NOD2-RIPK2 inh	NR5A2 inv ag	SRC2 inh	TLR9-MyD88 inh	NR2F2 inh	LMP1 NFkB inh	NCOA1 inh	MC4R ag barr	ABHD5-PLIN5 inh
O=C(CN1C(=O)NC2(CCCc3ccccc32)C1=O)Nc1cccc(S(=O)(=O)N2CCCCC2)c1 (stereo not given)	15	21	-2	-8	0	-13	3	3	-3	-0.4	3
CC1=C(C(=O)OC2CCCCC2)C(c2ccccc2)NC(=O)N1 (stereo not given)	14	-3	-3	-2	19	1	5	3	-8	0.1	-2
O=C(COc1ccccc1)Nc1ccc(CSc2ccccc2)cc1	11	-8	-3	-3	-10	2	11	-2	-15	10*	3
CCOc1ccc(OCCCC(=O)O)cc1	12	7	2	-2	-19	5	9	-5	-1	-3.5	-4
COc1ccc(NC(=O)C2=NNC(=O)CC2)cc1S(=O)(=O)N1CCCCC1	18	13	-8	-6	-31	-8	10	-21	1	1.0	-4
COc1ccc(C(=O)Nc2ccc(O)c3ccccc23)cc1	8	8	4	0	-17	-1	-23	0	-51	-1.2	1
COCCn1c(SCC(=O)Nc2sccc2C(N)=O)nnc1-c1ccncc1	-1	-4	4	-7	-3	3	5	0	0	-2.0	5
O=C(COc1ccc(S(=O)(=O)N2CCCC2)cc1Cl)Nc1ccc2c(c1)OCO2	17	19	-10	47	-3	-16	11	11	11	1.6	-8
Cc1cccc(C)c1NC(=O)c1ccc2sc([C@H]3C[C@H](O)[C@@H](CO)O3)nc2c1	3	-9	7	-2	-1	x	6	x	5	-1.0	-2
O=C(CSc1ccc(-c2ccccn2)nn1)NCc1ccccc1	1	4	-1	13	-1	-3	7	5	7	1.2	-4
CC(/C=C/c1ccc2c(c1)OCO2)=N/NC(=O)c1cccnc1	-17	-2	1	-20	-4	-10	-16	4	-13	-0.4	4
CN(C)CCN1CCN(C2CN(Cc3ccc([N+](=O)[O-])cc3)S(=O)(=O)C2)CC1 (stereo not given)	x	-9	8	16	-7	x	-12	x	2	x	-3

Complete entries as entered above.
Listed for COc1ccc(C(=O)Nc2ccc(O)c3ccccc23)cc1 = MC4R antagonist: 8; NCOA3 inh: 8; NOD2-RIPK2 inh: 4; NR5A2 inv ag: 0; SRC2 inh: -17; TLR9-MyD88 inh: -1; NR2F2 inh: -23; LMP1 NFkB inh: 0; NCOA1 inh: -51; MC4R ag barr: -1.2; ABHD5-PLIN5 inh: 1
Listed for COCCn1c(SCC(=O)Nc2sccc2C(N)=O)nnc1-c1ccncc1 = MC4R antagonist: -1; NCOA3 inh: -4; NOD2-RIPK2 inh: 4; NR5A2 inv ag: -7; SRC2 inh: -3; TLR9-MyD88 inh: 3; NR2F2 inh: 5; LMP1 NFkB inh: 0; NCOA1 inh: 0; MC4R ag barr: -2.0; ABHD5-PLIN5 inh: 5

Continuation:
SMILES	MC4R antagonist	NCOA3 inh	NOD2-RIPK2 inh	NR5A2 inv ag	SRC2 inh	TLR9-MyD88 inh	NR2F2 inh	LMP1 NFkB inh	NCOA1 inh	MC4R ag barr	ABHD5-PLIN5 inh
COc1ccc([C@@H]2C[C@H](c3ccccc3)Oc3cc(OC)c(OC)c(OC)c32)cc1	1	9	-4	-7	5	-2	-16	5	-3	-1.8	-11
CCC(C)[C@H](NC(=O)Nc1ccc2c(c1)OCCO2)C(=O)OC (stereo not given in full)	16	2	12	6	0	-2	4	7	-16	-2.6	-6
CCC(=O)Nc1ccc2c(c1)nc(CCN1CCN(c3ccccn3)CC1)n2C	-1	-3	-7	1	8	13	-12	6	-7	0.3	4
Cc1ccc(N2CCCC2=O)cc1S(=O)(=O)N1CCOCC1	4	-17	8	-5	-1	0	-1	1	-32	-0.6	-3
O=C(COC(=O)COc1cccc(Br)c1)NCc1ccc2c(c1)OCO2	8	3	-1	7	-17	-2	1	2	-1	-2.1	2
CCCCN=c1sc(C(=O)OC)cc(=O)n1CCCC	2	11	-17	7	-4	0	10	1	2	-1.1	-1
COc1ccc(NC(=O)c2cc(C3CCCCN3S(C)(=O)=O)on2)c(C)c1 (stereo not given)	-11	7	-13	-2	-17	x	5	x	9	4.4	7
O=C(OCC(O)COC(=O)c1cccnc1)c1cccnc1	-7	17	3	-3	3	-6	-7	-8	-43	1.7	12
COc1ccc(NC(=O)CSc2nnc(C)n2C2CCCCC2)cc1	5	-3	-7	12	-31	-1	8	9	3	1.8	1
Cc1csc(NC(=O)c2cncc(Br)c2)n1	5	-99	8	-155	-19	9	-31	18	-84	-3.2	-9
O=C(Nc1nc(-c2ccco2)c(-c2ccco2)s1)C1CCC1	4	-14	-14	32	9	-15	-3	-8	0	-1.3	36*
Cc1ccccc1S(=O)(=O)Cc1ccc(C(=O)NCc2ccco2)o1	-1	26	2	14	4	-2	-16	10	6	-0.9	7
Cc1ccc2c(c1)N(Cc1ccccc1)C(=O)C(C)O2 (stereo not given)	2	5	-3	-21	-4	x	-23	x	-4	0.5	-5
COc1cccc(OCC(=O)NNC(=S)Nc2ccc(Cl)cc2Cl)c1	-2	15	-3	-3	14	-5	-23	3	-1	-2.5	-3
N#Cc1c(N)c(C(=O)c2ccccc2)n2ccccc12	-5	-5	-9	18	-10	-1	-14	1	-27	-1.6	-4
Cc1nc2sc(C(c3ccccc3)N3CCN(C(=O)c4ccco4)CC3)c(O)n2n1 (stereo not given)	4	-10	-8	-2	3	-9	-2	-1	-12	0.8	0
COc1ccc(NS(=O)(=O)c2cc(NC(=O)CC(=O)c3ccc([N+](=O)[O-])cc3)ccc2C)cc1	24	10	-7	1	-16	-4	11	2	-3	1.7	18
COc1ccccc1N1CCN(C(=O)C(CC(C)C)NC(=O)C2CCCCC2)CC1 (stereo not given)	16	-3	7	8	1	-5	17	2	3	2.2	7
CCOc1ccc(/C=N\NC(=O)c2c(C)nc3cc(C)ccn23)cc1	3	10	5	-13	-6	-1	6	8	9	-1.3	0
C=CCN(CC=C)C(=O)c1ccncc1	-9	12	0	15	13	-4	-9	-15	-2	-1.1	-6
CC(=O)Nc1nnc(CSCc2ccc(F)cc2)s1	-2	16	4	-15	-53	-3	10	-5	1	1.0	6
CCOC(=O)c1ccc(N2CN(C3CCCCC3)CNC2=S)cc1	-5	13	-6	31	9	-6	16	6	3	-2.9	4
COc1ccc(S(=O)(=O)N2CCCCCC2)cc1Br	-1	4	-10	-1	-9	-10	3	-7	14	1.0	1
Cc1ccc(S(=O)(=O)N(C)C)cc1NC(=O)CSc1nc2ncc(Cl)cc2[nH]1	12	-38	-5	-10	13	-5	-6	1	4	-1.8	8
O=C(NC1CCCCC1)C1CC(=O)N(c2cccc([N+](=O)[O-])c2)C1 (stereo not given)	2	13	-6	14	-7	2	-7	8	-37	-2.1	-3
C#CCN1CCc2onc(-c3ccc(Br)cc3)c2C1=O	x	x	6	-53	-23	x	-12	x	x	x	-3
FC(F)(F)C(F)(F)C(F)(F)c1nnc2ccc(N3CCOCC3)nn12	3	14	5	3	-22	-5	1	2	7	-1.9	-4
CC1CCN(C(=O)Cc2nn(C)c(=O)c3ccccc23)CC1	-7	25	-1	10	13	-6	-1	-1	-2	-0.9	0
COc1ccc(/C=N/NC(=O)CCCOc2ccc(Cl)cc2Cl)cc1[N+](=O)[O-]	0	-4	-12	-8	-1	-8	-5	-2	5	-0.6	-11
COc1ccc(OC)c(N2C(=O)CC(Cc3ccc(Cl)cc3)C2=O)c1 (stereo not given)	1	4	1	-1	11	-4	0	-3	-22	-2.5	0
Cc1noc(C)c1S(=O)(=O)N1CCCC(C(=O)Nc2nccs2)C1 (stereo not given)	11	-2	-10	-26	18	-2	0	6	3	-1.8	7
COc1ccc(C)cc1NS(=O)(=O)c1ccc(NS(=O)(=O)c2ccc(NC(C)=O)cc2)cc1	-7	10	-12	22	-34	-5	-6	-1	20	2.8	18
CCCCCCCC(=O)N/N=C/c1ccc(Br)cc1	6	3	9	-17	21	-3	-18	-13	-13	3.1	7
N#Cc1c(-c2ccccc2)nc2n1CCS2	16	-22	-8	0	13	2	8	-5	-9	-0.8	0
COc1ccc(C(=O)CSC2=NS(=O)(=O)c3cc(Cl)ccc3N2)cc1	3	2	-8	11	-5	-8	4	2	-39	-1.7	9
Cc1nc(-c2nnc(SCC(=O)Nc3ccc(Cl)cc3)n2C)cs1	3	10	9	-1	26	-1	4	-4	4	0.4	6
Cc1cc(=O)oc2cc(OCC(=O)OCC(=O)N(C)C3CCS(=O)(=O)C3)ccc12 (stereo not given)	6	-6	-11	-11	-6	-3	-16	-4	-4	-0.1	0
Cc1onc(-c2c(F)cccc2Cl)c1C(=O)N1CCOC12CCCCC2	4	7	-3	1	-4	-7	-2	5	0	-0.2	4
COc1ccc(NC(C)=O)c(C)c1	4	10	-6	4	-24	-5	6	4	5	-0.9	6
CS(=O)(=O)N1CCCC(C(=O)NCCCN2CCc3ccccc3C2)C1 (stereo not given)	8	20	-2	11	-15	18	-2	-10	4	-1.6	0
O=C(Nc1cccc(Cl)c1)Nc1nccs1	1	-38	0	-47	-20	-4	-25	-12	-50	1.4	-3
CCOC(=O)Cc1csc(SCC(=O)NC2CCC(C)CC2)n1 (stereo not given)	2	1	-14	-12	2	7	9	4	-5	0.6	11
O=C(C[n+]1ccccc1)NNc1ccccc1	2	41	-5	-5	-6	-1	-11	-23	14	-1.9	3
CC1=CC(C)(C)NC(=S)N1NC(=O)c1ccccc1Cl	2	7	-1	6	6	4	4	4	13	-0.6	-6
CCc1ccc(CN2CCC(C(=O)Nc3cccc(-c4nnc(C)s4)c3)CC2)o1	5	13	5	14	x	-10	x	13	-5	-0.5	10
O=C(NC1=NCCS1)[C@H](Cc1ccccc1)N1C(=O)c2ccccc2C1=O	-4	3	-7	3	20	-6	-6	-11	8	-0.5	-4
Cc1ccc(/C=C/C(=O)NC(=S)Nc2ccc(S(=O)(=O)Nc3cc(C)on3)cc2)cc1	21	-3	1	14	-14	0	-2	1	-8	-0.7	-12
Cc1ccc2nc(-c3ccc(NC(=O)COC(=O)c4ccc(Br)o4)cc3)sc2c1	5	-41	8	-134	-21	5	-74	7	-110	1.4	3
Cc1cc(-c2n[nH]c(=S)n2/N=C/c2ccc(Cl)c([N+](=O)[O-])c2)n[nH]1	7	13	-5	-24	3	-3	18	-23	-1	-2.3	5
COc1ccc(NC(=O)CSc2nc3ccccc3c(=O)n2CCCN2CCCCC2)c(OC)c1	7	4	-2	-1	3	6	1	-9	-19	0.0	-1
CCC(C)N=Cc1c(Nc2ccccc2)nc2c(C)cccn2c1=O (stereo not given)	28	12	3	-7	-2	0	-2	-2	5	-1.3	-3
Cc1c(NC(=O)NCc2ccccc2)c(=O)n(-c2ccccc2)n1C	11	7	-14	-12	6	-1	10	2	-1	-1.9	0
CCN(CC)C(=O)c1cccc(C)c1	5	12	-9	6	3	-5	18	-56	7	-1.4	-2
